CHRM1 antagonist: antagonists of human M1 muscarinic receptor; P11229; CHO-K1 hM1, Fluo-8 calcium fluorescence, ACh EC80 antagonist; 360,000 compounds, 1.3% hits; inhibition, % at 3 µM;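 active means percent inhibition above its own plate's cutoff, namely the mean of that plate's compound wells plus 3 SD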;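 further: peak over basal fluorescence ratio during 140 s after agonist addition; 0% = ACh EC80 plus DMSO and 100% = DMSO alone without agonist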
Target sequence (P11229 whole entry, looked up): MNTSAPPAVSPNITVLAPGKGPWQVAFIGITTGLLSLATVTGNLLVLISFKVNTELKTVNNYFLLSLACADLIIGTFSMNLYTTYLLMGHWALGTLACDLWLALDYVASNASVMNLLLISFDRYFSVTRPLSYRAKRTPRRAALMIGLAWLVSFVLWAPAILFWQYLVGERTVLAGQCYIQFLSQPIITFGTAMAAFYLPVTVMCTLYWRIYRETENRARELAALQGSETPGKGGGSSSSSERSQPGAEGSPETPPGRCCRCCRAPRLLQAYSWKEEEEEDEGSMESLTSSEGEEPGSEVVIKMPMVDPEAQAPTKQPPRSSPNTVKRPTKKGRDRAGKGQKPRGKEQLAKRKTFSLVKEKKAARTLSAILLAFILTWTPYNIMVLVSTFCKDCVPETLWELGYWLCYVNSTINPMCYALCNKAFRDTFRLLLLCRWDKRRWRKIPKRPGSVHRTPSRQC
CHRM1 agonist: human M1 muscarinic receptor agonism; 360,000 compounds, 0.33% hits; AID 588814; P11229; CHO-K1 hM1, Fluo-8 calcium fluorescence, agonist mode; 0% DMSO, 100% acetylcholine EC100; activation, % at 3 µM;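 active means activation above the run's mean compound activation plus 3 SD, cut at about 16% in these data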;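 further: peak over basal fluorescence ratio within a 140 s kinetic read after compound addition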
M5 ag: CHRM5 agonism in calcium assay. CHO-K1 hM5 cells, Fluo-8 calcium fluorescence; 0% DMSO wells, 100% maximal acetylcholine response. 360,000 compounds, 0.19% hits. activation, % at 3 µM;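 active means activation above the run's mean over test compounds plus 3 SD, cut at about 23% in these data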;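 further: signal is peak over basal fluorescence ratio across the kinetic read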
CHRM5 antagonist: blocks acetylcholine activation of human M5 receptor | inhibition, % at 3 µM | AID 624040 | P08912 | CHO-hM5 cells, Fluo-8 calcium fluorescence, ACh EC80 | 360,000 compounds, 0.59% hits;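 active means inhibition above a per-plate cutoff, the mean of that plate's test compounds plus 3 SD, cut at about 27% in these data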;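 further: 0% = acetylcholine EC80 with DMSO and 100% = DMSO without agonist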
M4 antag: antagonists of human muscarinic M4 receptor (CHRM4) | P08173 | CHO-hM4 cells, ACh EC80, Fluo-8 calcium fluorescence | inhibition, % at 3 µM | 360,000 compounds, 0.73% hits | AID 624125;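 active means inhibition above its plate's cutoff, the mean inhibition of sample wells plus 3 SD, cut at about 27% in these data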;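 further: 0% = acetylcholine EC80 with DMSO and 100% = DMSO without agonist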
CHRM1 PAM: positive allosteric modulators of human M1 muscarinic receptor | 360,000 compounds, 0.088% hits | P11229 | CHO-K1 hM1, Fluo-8 calcium fluorescence, ACh EC20; 0% = ACh EC20, 100% = maximal ACh | activation, % at 3 µM; in the data active means activation above about 19%, passing the limit was not always enough
CHRM4 agonist: CHRM4 agonism in calcium assay; P08173; CHO-K1 hM4/Gqi5, Fluo-8 calcium fluorescence; vehicle 0%, full acetylcholine response 100%; activation, % at 3 µM; 360,000 compounds, 0.14% hits;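 active means activation above the run mean over all test wells plus 3 SD, cut at about 32% in these data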;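 further: peak over basal fluorescence ratio per well then scaled between controls; 0% = DMSO wells and 100% = acetylcholine at EC100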
M5 PAM: positive allosteric modulators of human muscarinic M5 receptor; 360,000 compounds, 0.3% hits; P08912; activation, % at 3 µM; CHO-K1 hM5, Fluo-8 calcium, ACh EC20 PAM; 0% = ACh EC20, 100% = ACh EC100; AID 624038;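 active means activation above the run cutoff, the mean activation of all test compounds plus 3 SD, cut at about 18% in these data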
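Assay system: CHO-K1 hM5 cells. Also added: acetylcholine at EC20 concentration, added after compound. Dosing: 3 µM, single dose. Times: compound preincubation 140 s before EC20 acetylcholine addition. Signal: Fluo-8 calcium fluorescence. Measure: % activation relative to EC20 and EC100 ACh responses. Repeats: singlicate, one well per test compound.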
TAAR1 agonist: agonists of human TAAR1; 360,000 compounds, 0.99% hits; Q96RJ0; activation, % at 3 µM; CHO RD-HGA16 TAAR1, Fluo-8 calcium fluorescence; vehicle wells 0%, saturating PEA agonist 100%;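 active means activation above the mean activation of all test compounds in the run plus 3 SD, cut at about 38% in these data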
Target sequence (Q96RJ0 whole entry, looked up): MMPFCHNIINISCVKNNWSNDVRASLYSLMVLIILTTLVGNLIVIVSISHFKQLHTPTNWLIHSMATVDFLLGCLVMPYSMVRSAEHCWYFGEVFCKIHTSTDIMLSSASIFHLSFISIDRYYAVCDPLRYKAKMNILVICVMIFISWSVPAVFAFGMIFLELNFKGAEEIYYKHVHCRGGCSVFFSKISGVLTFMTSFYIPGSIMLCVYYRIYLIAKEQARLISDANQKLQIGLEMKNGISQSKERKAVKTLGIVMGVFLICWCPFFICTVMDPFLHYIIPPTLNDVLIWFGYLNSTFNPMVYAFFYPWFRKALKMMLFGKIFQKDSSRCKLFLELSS
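Test system: RD-HGA16 (CHO) cells co-expressing Gα16 and hTAAR1 | Doses: Single dose, 3 µM | Schedule: 17-24 h seeding, 75 min 37 °C dye, 30 min RT | Evaluation: % activation from peak over basal fluorescence ratio, DMSO-to-PEA scaled | Technique: Kinetic Fluo-8 calcium fluorescence | Benchmarks: Low control DMSO, high control PEA (EC100)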
The depositor's hits bear a star. An excerpt (hit frequency here may not be typical).

Results for O=CNCCc1nc2ccccc2n1CCc1ccccc1 ?
CHRM1 antagonist: -6; CHRM1 agonist: -9; M5 ag: -1; CHRM5 antagonist: -1; M4 antag: 1; CHRM1 PAM: 7; CHRM4 agonist: 1; M5 PAM: 5; TAAR1 agonist: -1

Results for O=C(COC(=O)/C=C/c1ccccc1)NCCC1=CCCCC1 ?
CHRM1 antagonist: -2; CHRM1 agonist: -9; M5 ag: -5; CHRM5 antagonist: -4; M4 antag: -6; CHRM1 PAM: 1; CHRM4 agonist: 1; M5 PAM: -1; TAAR1 agonist: 5

What do the screens show for `COc1ccc(CN2CCC(c3nc4ccc(Cl)cc4[nH]3)CC2)cc1`?
CHRM1 antagonist: -5; CHRM1 agonist: -15; M5 ag: -8; CHRM5 antagonist: 0; M4 antag: 7; CHRM1 PAM: 5; CHRM4 agonist: 2; M5 PAM: 0; TAAR1 agonist: 3

How did CCc1ccc(C(=O)CSc2ncn[nH]2)cc1 do in these assays?
CHRM1 antagonist: 15; CHRM1 agonist: -4; M5 ag: 0; CHRM5 antagonist: 1; M4 antag: 12; CHRM1 PAM: -5; CHRM4 agonist: 0; M5 PAM: -1; TAAR1 agonist: 3

How did C=CCSc1nnc2c(n1)OC(c1c(C)[nH]n(-c3ccccc3)c1=O)Nc1ccccc1-2 (stereo unspecified) do in these assays?
CHRM1 antagonist: -4; CHRM1 agonist: -3; M5 ag: 1; CHRM5 antagonist: 3; M4 antag: 8; CHRM1 PAM: 3; CHRM4 agonist: 0; M5 PAM: 0; TAAR1 agonist: 1

Results for O=C(/C=C/[C@H]1O[C@@H](n2cnc3c(NC(=O)c4ccccc4)ncnc32)[C@H](O)[C@@H]1O)NCC(c1ccccc1)c1ccccc1 ?
CHRM1 antagonist: -21; CHRM1 agonist: -3; M5 ag: 2; CHRM5 antagonist: -1; M4 antag: -9; CHRM1 PAM: -3; CHRM4 agonist: 11; M5 PAM: -11; TAAR1 agonist: 4

Results for COc1ccc(OC)c(NC(=S)N2CCN(Cc3ccccc3)CC2)c1 ?
CHRM1 antagonist: 3; CHRM1 agonist: 0; M5 ag: -2; CHRM5 antagonist: -2; M4 antag: 1; CHRM1 PAM: 4; CHRM4 agonist: 1; M5 PAM: 1; TAAR1 agonist: 1

Results for COc1ccccc1Nc1ncccc1C(=O)O ?
CHRM1 antagonist: -9; CHRM1 agonist: -4; M5 ag: -4; CHRM5 antagonist: 2; M4 antag: 5; CHRM1 PAM: 9; CHRM4 agonist: 1; M5 PAM: 1; TAAR1 agonist: 7

How did COCCNC(=S)N(CCc1c(C)[nH]c2ccc(F)cc12)Cc1cccs1 do in these assays?
CHRM1 antagonist: 3; CHRM1 agonist: -2; M5 ag: 4; CHRM5 antagonist: 11; M4 antag: 5; CHRM1 PAM: 4; CHRM4 agonist: 16; M5 PAM: -5; TAAR1 agonist: 9

How did O=C(C1CCCN(c2ncnc3c2nc2n3CCCCC2)C1)N1CCN(c2ccc(Cl)cc2)CC1 (stereo unspecified) do in these assays?
CHRM1 antagonist: 8; CHRM1 agonist: -3; M5 ag: -1; CHRM5 antagonist: 1; M4 antag: -1; CHRM1 PAM: -6; CHRM4 agonist: 15; M5 PAM: -5; TAAR1 agonist: 38*

Results for CC1(C)CC(c2nc(-c3ccc([N+](=O)[O-])cc3)cs2)CCO1 (stereo unspecified) ?
CHRM1 antagonist: -1; CHRM1 agonist: -5; M5 ag: -5; CHRM5 antagonist: 6; M4 antag: 4; CHRM1 PAM: 2; CHRM4 agonist: 1; M5 PAM: -8; TAAR1 agonist: 9

Results for Cc1cc(/C=N/n2c(COc3ccccc3C)nc3ccccc3c2=O)c(O)c([N+](=O)[O-])c1 ?
CHRM1 antagonist: -4; CHRM1 agonist: -5; M5 ag: 1; CHRM5 antagonist: 4; M4 antag: -4; CHRM1 PAM: -1; CHRM4 agonist: 1; M5 PAM: -7; TAAR1 agonist: 3

Results for CN(C)c1ccc(S(=O)(=O)N2CCCCC2)cc1NC(=O)COc1ccccc1F ?
CHRM1 antagonist: -2; CHRM1 agonist: -3; M5 ag: -4; CHRM5 antagonist: -1; M4 antag: 11; CHRM1 PAM: -3; CHRM4 agonist: 7; M5 PAM: -1; TAAR1 agonist: 0

Results for COc1ccccc1Cn1c(=O)[nH]c2cccnc21 ?
CHRM1 antagonist: -26; CHRM1 agonist: -2; M5 ag: -5; CHRM5 antagonist: 6; M4 antag: -4; CHRM1 PAM: 0; CHRM4 agonist: 2; M5 PAM: 41*; TAAR1 agonist: 12

What do the screens show for `Cc1onc(-c2ccccc2Cl)c1C(=O)Nc1sc2c(c1C#N)CCC2`?
CHRM1 antagonist: -9; CHRM1 agonist: -6; M5 ag: -5; CHRM5 antagonist: 4; M4 antag: -7; CHRM1 PAM: -1; CHRM4 agonist: -3; M5 PAM: 1; TAAR1 agonist: 3

What do the screens show for `CCCN(C1CCS(=O)(=O)C1)S(=O)(=O)c1cc(OC)ccc1OC` (stereo unspecified)?
CHRM1 antagonist: -3; CHRM1 agonist: 0; M5 ag: 2; CHRM5 antagonist: -2; M4 antag: 4; CHRM1 PAM: 15; CHRM4 agonist: 1; M5 PAM: 13; TAAR1 agonist: 1

Results for CCCCOc1ccc(C(=O)OCC(=O)Nc2cc(C)on2)cc1 ?
CHRM1 antagonist: 5; CHRM1 agonist: -3; M5 ag: 5; CHRM5 antagonist: 5; M4 antag: -19; CHRM1 PAM: -1; CHRM4 agonist: 8; M5 PAM: 2; TAAR1 agonist: 1

What do the screens show for `COc1ccc(OC)c(NC(=O)COC(=O)c2ccc(OC)c(S(=O)(=O)N3CCCC3)c2)c1`?
CHRM1 antagonist: -1; CHRM1 agonist: -3; M5 ag: 1; CHRM5 antagonist: 12; M4 antag: 9; CHRM1 PAM: 1; CHRM4 agonist: 0; M5 PAM: 1; TAAR1 agonist: 2

How did CC/C(=N\NC(=O)c1c[nH]c2ccccc12)c1cccs1 do in these assays?
CHRM1 antagonist: -18; CHRM1 agonist: 0; M5 ag: 3; CHRM5 antagonist: 4; M4 antag: -11; CHRM1 PAM: 9; CHRM4 agonist: 0; M5 PAM: 2; TAAR1 agonist: 3

How did NC(=O)C1CCN(Cc2nc3ccccc3c(=O)[nH]2)CC1 do in these assays?
CHRM1 antagonist: -7; CHRM1 agonist: -6; M5 ag: -1; CHRM5 antagonist: -6; M4 antag: 8; CHRM1 PAM: 11; CHRM4 agonist: 1; M5 PAM: 2; TAAR1 agonist: 15

Grouped by structure, those above containing a nitro group on carbon (two)
Results for CC1(C)CC(c2nc(-c3ccc([N+](=O)[O-])cc3)cs2)CCO1 (stereo unspecified) ?
CHRM1 antagonist: -1; CHRM1 agonist: -5; M5 ag: -5; CHRM5 antagonist: 6; M4 antag: 4; CHRM1 PAM: 2; CHRM4 agonist: 1; M5 PAM: -8; TAAR1 agonist: 9

Results for Cc1cc(/C=N/n2c(COc3ccccc3C)nc3ccccc3c2=O)c(O)c([N+](=O)[O-])c1 ?
CHRM1 antagonist: -4; CHRM1 agonist: -5; M5 ag: 1; CHRM5 antagonist: 4; M4 antag: -4; CHRM1 PAM: -1; CHRM4 agonist: 1; M5 PAM: -7; TAAR1 agonist: 3

Following part:
What do the screens show for `O=C(COc1ccccc1)N=C1SC2CS(=O)(=O)CC2N1c1ccc(F)cc1` (stereo unspecified)?
CHRM1 antagonist: -8; CHRM1 agonist: -4; M5 ag: -5; CHRM5 antagonist: -1; M4 antag: -9; CHRM1 PAM: 7; CHRM4 agonist: 1; M5 PAM: 0; TAAR1 agonist: 2

How did C[C@H]1CN([C@@H](C)CO)C(=O)c2cccc(NC(=O)Nc3ccc(C(F)(F)F)cc3)c2O[C@H]1CN(C)C do in these assays?
CHRM1 antagonist: -13; CHRM1 agonist: 6; M5 ag: 2; CHRM5 antagonist: -5; M4 antag: -1; CHRM1 PAM: 27*; CHRM4 agonist: 0; M5 PAM: 21*; TAAR1 agonist: 8

How did CCOC(=O)CNC(=O)N1c2ccccc2Sc2ccccc21 do in these assays?
CHRM1 antagonist: -10; CHRM1 agonist: -7; M5 ag: -13; CHRM5 antagonist: 4; M4 antag: -7; CHRM1 PAM: 6; CHRM4 agonist: 0; M5 PAM: 3; TAAR1 agonist: 16

Results for O=C(Cn1nnc2ccccc21)Nc1ccc(Cl)cn1 ?
CHRM1 antagonist: 1; CHRM1 agonist: -6; M5 ag: 0; CHRM5 antagonist: -5; M4 antag: 0; CHRM1 PAM: 0; CHRM4 agonist: 1; M5 PAM: 6; TAAR1 agonist: 8

How did O=c1oc2c(CN3CCCCC3)c(O)ccc2c2c1CCCC2 do in these assays?
CHRM1 antagonist: 0; CHRM1 agonist: -12; M5 ag: -6; CHRM5 antagonist: 6; M4 antag: 35*; CHRM1 PAM: -22; CHRM4 agonist: 0; M5 PAM: -19; TAAR1 agonist: 9

What do the screens show for `COCCN(CCOC)C(=O)c1ccc(SCc2ccc(C)cc2)c([N+](=O)[O-])c1`?
CHRM1 antagonist: -4; CHRM1 agonist: -3; M5 ag: -1; CHRM5 antagonist: 6; M4 antag: 0; CHRM1 PAM: 2; CHRM4 agonist: 3; M5 PAM: 8; TAAR1 agonist: 0

How did CCOc1ccc(C2NC(=O)C(C#N)=C(S)N2c2cccc(C)c2)cc1OC (stereo unspecified) do in these assays?
CHRM1 antagonist: -17; CHRM1 agonist: -4; M5 ag: 1; CHRM5 antagonist: 1; M4 antag: -3; CHRM1 PAM: 8; CHRM4 agonist: 0; M5 PAM: 4; TAAR1 agonist: 4

How did COc1ccc(C(=O)N/N=C/c2ccc(OC(=O)c3ccccc3)cc2)cc1 do in these assays?
CHRM1 antagonist: -2; CHRM1 agonist: -2; M5 ag: 0; CHRM5 antagonist: 8; M4 antag: -6; CHRM1 PAM: 2; CHRM4 agonist: 6; M5 PAM: -1; TAAR1 agonist: 8

How did CCc1cccc(NC(=O)CCc2nc3sc4c(c3c(=O)[nH]2)CCCC4)c1 do in these assays?
CHRM1 antagonist: -4; CHRM1 agonist: 0; M5 ag: 3; CHRM5 antagonist: 11; M4 antag: -8; CHRM1 PAM: 6; CHRM4 agonist: 5; M5 PAM: -5; TAAR1 agonist: -1

What do the screens show for `CC(C)NC(=O)N1CCN(c2ccncc2S(=O)(=O)N2CCOCC2)CC1`?
CHRM1 antagonist: -14; CHRM1 agonist: -1; M5 ag: -6; CHRM5 antagonist: 2; M4 antag: 8; CHRM1 PAM: -5; CHRM4 agonist: 0; M5 PAM: 1; TAAR1 agonist: 4

What do the screens show for `O=C(NCC1CCN(Cc2ccccc2Cl)CC1)Nc1cccc(Cl)c1`?
CHRM1 antagonist: -6; CHRM1 agonist: -4; M5 ag: -16; CHRM5 antagonist: 10; M4 antag: -7; CHRM1 PAM: -3; CHRM4 agonist: 3; M5 PAM: -4; TAAR1 agonist: 2

How did O=C(CN1C(=O)C(=O)N(Cc2ccccc2)C1=O)Nc1ccc(F)c(Cl)c1 do in these assays?
CHRM1 antagonist: -10; CHRM1 agonist: -4; M5 ag: 3; CHRM5 antagonist: 4; M4 antag: -7; CHRM1 PAM: 8; CHRM4 agonist: 1; M5 PAM: 8; TAAR1 agonist: 6

Source: PubChem
